High-throughput results (PubChem)
NCOA3 inh – SRC3 coactivator transcriptional activity inhibitors, primary screen, cell-based, luminescence | Nuclear receptor coactivator 3 (Homo sapiens), Q9Y6Q9 | HEK293 GAL4-SRC3 luciferase reporter | actives 0.17% (n = 360,000) | inhibition, % at 3.6 µM;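 active = inhibition above a per-campaign cutoff, the mean of all compounds plus 3 SD, cut at about 60% in these data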;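 also: 0% = DMSO-treated cells and 100% = gossypol-treated cells at 36 µM; higher means less SRC3-driven luciferase light from the GAL4 reporter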
COUP-TFII inh – NR2F2 transcriptional activity inhibitors, primary screen, cell-based, luciferase reporter, HEK293T, luminescence; COUP transcription factor 2 (Homo sapiens), P24468; HEK293T NGFI-A luciferase reporter; inhibition, % at 8.6 µM; actives 0.7% (n = 370,000);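 active = inhibition above a per-plate cutoff, mean inhibition of test wells between control levels plus 3 SD, cut at about 38% in these data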;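 also: cells cotransfected with COUP-TFII expression vector driving the NGFI-A reporter; 0% = median of COUP-TF2 test wells and 100% = reporter-only cells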
SRC1 inh – SRC1 coactivator transcriptional activity inhibitors, primary screen, cell-based, luminescence; Nuclear receptor coactivator 1 (Homo sapiens), Q15788; HEK293 GAL4-SRC1 luciferase reporter; inhibition, % at 3.6 µM; actives 0.12% (n = 360,000); AID 588354, 2011;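 active = inhibition above the campaign mean plus 3 SD, with each screening campaign given its own cutoff, cut at about 60% in these data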;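 also: 0% = DMSO treated cells and 100% = gossypol at 36 µM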
TROY NFkB inh – inhibitors of TROY-driven NF-kB signaling, primary screen, Q293 LMP1-TROYcd cells, NF-kB luciferase, uHTS; actives 0.98% (n = 360,000); Q293 LMP1-TROYcd NF-kB luciferase reporter, 4 h; inhibition, % at 10 µM;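 active = compounds whose plate-normalised and pattern-corrected inhibition of the luciferase reporter signal at the single screening dose is 50% or more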
CF NFkB inh – inhibitors of PAF-induced NF-kB signaling, primary screen, cell-based, GFP fluorescence, uHTS; KKLEB NF-kB-GFP reporter, GFP fluorescence overnight; inhibition, % at 5 µM; actives 0.86% (n = 360,000);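 active = at least 50% inhibition at 5 µM, scaled per plate between neutral and stimulator controls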;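 also: PAF is a Pseudomonas aeruginosa culture filtrate used as stimulus; plate controls were PAF-stimulated DMSO wells for no effect and unstimulated DMSO wells for full effect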
EBV LMP1 NFkB – EBV LMP1-driven NF-kappaB luciferase reporter inhibitors, primary screen, cell-based, luminescence, single point; AID 504558, 2011; inhibition, % at 12.5 µM; LMP1-induced NF-kappaB luciferase reporter cells; actives 0.69% (n = 350,000); in the data active = inhibition above about 41%;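 also: 0% = neutral control wells and 100% = reference inhibitor control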
TWEAK Fn14 block – inhibitors of TWEAK-Fn14 signaling, primary screen, luciferase reporter cells, uHTS. TWEAK-stimulated Fn14 reporter cells, luciferase luminescence, 8 h. inhibition, % at 10 µM. actives 2% (n = 360,000). AID 1159606, 2016; in the data active = inhibition above about 50%
LRH-1 inv ag – LRH-1 (NR5A2) inverse agonists, primary screen, cell-based, luminescence, HEK293T, StAR-luciferase reporter | Nuclear receptor subfamily 5 group A member 2 (Homo sapiens), O00482 | LRH-1 transfected, 24 h | inhibition, % at 3.6 µM | actives 0.13% (n = 360,000);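 active = inhibition above the mean inhibition of all tested compounds plus 3 SD, cut at about 73% in these data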;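 also: 0% = DMSO wells and 100% = reporter-only cells lacking LRH-1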
Target sequence (O00482 whole entry, looked up): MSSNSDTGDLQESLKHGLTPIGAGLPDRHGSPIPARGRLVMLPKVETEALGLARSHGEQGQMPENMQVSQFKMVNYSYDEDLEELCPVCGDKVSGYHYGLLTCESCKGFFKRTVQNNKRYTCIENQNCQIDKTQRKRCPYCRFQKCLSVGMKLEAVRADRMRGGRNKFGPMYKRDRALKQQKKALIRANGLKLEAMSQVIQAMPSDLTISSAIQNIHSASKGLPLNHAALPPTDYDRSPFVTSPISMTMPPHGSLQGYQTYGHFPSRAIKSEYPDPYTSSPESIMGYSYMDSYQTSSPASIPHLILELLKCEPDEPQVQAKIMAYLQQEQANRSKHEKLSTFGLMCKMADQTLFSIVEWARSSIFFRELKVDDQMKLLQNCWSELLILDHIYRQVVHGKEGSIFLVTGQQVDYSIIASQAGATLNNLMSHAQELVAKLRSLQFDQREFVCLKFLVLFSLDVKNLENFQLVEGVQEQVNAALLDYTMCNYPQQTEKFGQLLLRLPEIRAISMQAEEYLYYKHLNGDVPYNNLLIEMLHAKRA
Shn3 inh set2 – reduction of Shn3 3'UTR firefly luciferase signal, primary screen, Schnurri-3 inhibitor project, cell-based, Clone20 osteoblasts, set 2 | Clone20 osteoblast Shn3 3'UTR firefly luciferase, 24 h | inhibition, % at 12.5 µM | actives 0.52% (n = 360,000) | AID 588674, 2011;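 active = mean inhibition of at least 75% with every replicate also reaching 75%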;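 also: 0% = median of neutral control wells and 100% = pilot-screen positive control compound; some compounds past the cut are filed as inactive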
KKLEB cytotox – cytotoxicity in KKLEB CF airway cells, primary screen, cytotoxicity control for CF NF-kB inhibitor project, cell-based, uHTS, fluorescence assay plates; actives 0.36% (n = 360,000); KKLEB CF airway cells viability, ATPlite luminescence, overnight; active compounds read low; cells stimulated with P. aeruginosa culture filtrate; activity change (cytotoxicity), % at 5 µM;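 active = corrected activity change at or below -50% at 5 µM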
TRAIL sens C8 – viability loss with TRAIL in NB7+C8 cells, primary screen, TRAIL sensitizer project, cell-based, ATPlite luminescence. AID 624354, 2012. actives 1% (n = 360,000). inhibition (viability loss, TRAIL sensitization), % at 10 µM;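 active = compounds causing at least 50% loss of cell viability in the single-dose screen, relative to plate controls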
Active calls of the source: *; . = no result given.

structure	NCOA3 inh	COUP-TFII inh	SRC1 inh	TROY NFkB inh	CF NFkB inh	EBV LMP1 NFkB	TWEAK Fn14 block	LRH-1 inv ag	Shn3 inh set2	KKLEB cytotox	TRAIL sens C8
c1ccc2c(c1)CNCc1cnnn1-2	-16	9	12	-18	-6	-6	-23	-11	2	10	-4
CC(C)(C)P(=O)(NCc1ccccc1)c1ccccc1 (stereo not drawn)	12	18	3	10	6	2	7	-6	3	4	-1
NNC(=O)CN1C(=O)CN=C(c2ccccc2)c2cc(Br)ccc21	2	-2	-5	-5	-7	-5	-7	8	-26	-4	-3
C[C@@H]1CN([C@H](C)CO)C(=O)CCCn2nncc2CO[C@@H]1CN(C)C(=O)Oc1ccccc1	-8	2	12	-7	-19	2	-12	-9	-16	2	-2
O=C1N(CN2CCOCC2)c2ccccc2C1(O)c1c[nH]c2ccccc12 (stereo not drawn)	-8	20	12	1	-2	-16	4	7	-21	-6	-8
C[C@]12CCC3C(CC[C@H]4C[C@@H](O)CC[C@]34C)C1C[C@@H](O)[C@@H]2O (stereo partly drawn)	-8	-4	-20	-16	12	0	2	5	10	7	-9
CN1CCN(Cc2cc(=O)n3ccsc3n2)CC1	-10	5	-15	3	15	7	10	6	-10	5	-3
Oc1ccc(C2=CCNCC2)cc1O	-41	-29	-3	8	17	0	-37	0	18	-4	-12
Cc1onc(-c2ccccc2)c1C(=O)N1CCC2(CC1)OCCO2	-5	-4	13	2	6	-1	13	8	15	0	-2
Cc1cc(C)c(S(=O)(=O)N2Cc3ccccc3-n3nncc3C2)c(C)c1	-1	40*	15	11	-5	3	31	12	82	-6	16

New compounds follow:
structure	NCOA3 inh	COUP-TFII inh	SRC1 inh	TROY NFkB inh	CF NFkB inh	EBV LMP1 NFkB	TWEAK Fn14 block	LRH-1 inv ag	Shn3 inh set2	KKLEB cytotox	TRAIL sens C8
COC1C(O)C(C)OC(OC2CCC3(C)C(CCC4C3C(O)CC3(C)C(C5=CC(=O)OC5)CCC43O)C2)C1O (stereo not drawn)	90*	77*	87*	55*	86*	57*	86*	101*	-14	-41	68*
O=C(CN1C(=O)CN=C(c2ccccc2Cl)c2cc(Cl)ccc21)NCc1ccco1	-5	-2	-11	-6	4	-7	15	2	2	-1	-3
Cc1cc(C)[n+](C2C3CC4CC(C3)CC2C4)o1 (stereo not drawn)	0	10	10	11	-12	0	13	-4	31	3	-6
CN(C)C1(CNC(=O)c2ccc(NS(=O)(=O)c3ccc(Cl)c(Cl)c3)cc2)CCCCC1	12	18	-3	-10	4	-4	4	-3	-5	3	14
CSc1ncc(/C=C2/C(=O)NC(=O)N(c3ccc(C)cc3)C2=O)cn1	-1	7	-17	-8	15	5	5	8	-7	10	-8
CCCCCCC(=O)N/N=C/c1c(O)n(C2CC2)c(=S)[nH]c1=O	11	9	-3	-9	-2	1	18	-3	-10	-8	-5
CNC(=O)Oc1ccccc1OC(C)C	4	7	-23	1	-9	11	-5	-10	-2	15	14
Cc1cc(/C=C2/C(=O)NC(=O)N(Cc3ccco3)C2=O)c(C)n1-c1ccc(C(=O)O)cc1	11	-15	-1	6	3	5	0	9	-13	-5	2
CC(C)N1C(=O)NC(=O)C2(Cc3cc([N+](=O)[O-])ccc3N(C)C2c2ccccc2)C1=O (stereo not drawn)	8	13	18	-11	9	2	9	17	11	-3	8
COc1cc(/C=C/c2nc3ccccc3c(=O)n2-c2cccc(O)c2)ccc1O	10	-65	-2	12	-20	-1	49	30	-11	-4	19

(listing goes on)
structure	NCOA3 inh	COUP-TFII inh	SRC1 inh	TROY NFkB inh	CF NFkB inh	EBV LMP1 NFkB	TWEAK Fn14 block	LRH-1 inv ag	Shn3 inh set2	KKLEB cytotox	TRAIL sens C8
FC(F)(F)c1cccc(NC2=NCCCS2)c1	-19	-2	6	0	-7	2	7	4	-1	-1	-4
CC(=O)OC1(C)CC(C)C(=O)C(C(O)CC2CC(=O)NC(=O)C2)C1 (stereo not drawn)	95*	91*	96*	86*	81*	89*	103*	103*	95*	-44	74*
COc1ccc(CC2NCC(O)C2OC(C)=O)cc1 (stereo not drawn)	95*	88*	95*	88*	80*	88*	100*	103*	97*	-45	85*
COc1ccc(C(c2nnnn2-c2ccc(OC)cc2)N2CCC3(CC2)C(=O)NCN3c2ccccc2)cc1 (stereo not drawn)	21	4	14	11	-9	.	4	6	1	0	-3
CC(C)c1ccc(NC(=O)CCNC(=O)N2C[C@H]3C[C@@H](C2)c2cccc(=O)n2C3)cc1	15	-10	6	-2	-25	7	3	-4	3	9	0
Cc1nn(CC(C)C)c(Cl)c1C(=O)O	24	-3	12	-3	-15	-7	3	11	-3	6	-21
O=C(Cc1ccc(N(CCCl)CCCl)cc1)NC(Cc1ccc(Cl)cc1)C(=O)O (stereo not drawn)	-5	10	-4	8	-1	2	3	-1	24	-1	5
N=C1c2ccccc2CN1NC(=O)c1ccccc1	4	-12	-24	19	-15	14	6	4	-16	-4	19
c1ccc(CN2COC3CCCCCC32)cc1 (stereo not drawn)	11	.	-5	55*	-14	.	4	2	7	-12	6
Cc1cccc(C)c1N1CCN(c2c(C)cccc2C)CC1	-1	2	-8	29	28	15	-6	7	-1	-14	20

(next part)
structure	NCOA3 inh	COUP-TFII inh	SRC1 inh	TROY NFkB inh	CF NFkB inh	EBV LMP1 NFkB	TWEAK Fn14 block	LRH-1 inv ag	Shn3 inh set2	KKLEB cytotox	TRAIL sens C8
O=[N+]([O-])c1ccc(N2CCNCC2)cc1Sc1ccccn1	23	7	-8	-2	-10	-11	8	7	25	8	2
CC(C)CC12CN3CCN(CC(C3)C1O)C2 (stereo not drawn)	-12	4	-25	2	3	6	-19	-4	-15	-2	-5
COc1ccc(Cn2c(N)c(C(=O)NCc3ccco3)c3nc4ccccc4nc32)cc1OC	5	0	-8	67*	15	3	19	27	11	-21	-11
CCN(CC)CCCNC(=O)c1c(O)c2ccccc2n(Cc2ccccc2)c1=O	-12	-10	-14	11	8	-7	-14	-11	3	-6	12
COC(=O)C1=C(c2ccc(OC(F)(F)F)cc2)C[C@@H]2CC[C@H]1N2C(=O)NC1Cc2ccccc2C1	18	6	-4	19	8	3	12	12	3	-1	8
CCOc1cccc(N2C(=O)CC(=O)NC2=O)c1	-6	-5	-29	-15	2	-3	3	-21	-1	-1	3
CCN(CC)S(=O)(=O)c1ccc(NN=C(C#N)C#N)cc1	16	9	8	63*	67*	32	67*	-19	-3	5	5
CC(C)c1onc(C(=O)N2CCC3(CC2)OCCO3)c1[N+](=O)[O-]	3	-1	-7	-4	5	-3	-8	-26	15	7	-6
NCCc1nc2ccccc2s1	0	15	5	19	-4	8	8	-4	-5	6	21
CCc1nc2ccc(Br)cc2c(=O)n1-c1ccccc1C(F)(F)F	1	-18	6	22	10	-1	20	9	-16	-7	-9

Carrying on:
structure	NCOA3 inh	COUP-TFII inh	SRC1 inh	TROY NFkB inh	CF NFkB inh	EBV LMP1 NFkB	TWEAK Fn14 block	LRH-1 inv ag	Shn3 inh set2	KKLEB cytotox	TRAIL sens C8
COc1ccc(C(=O)OC2C[C@H]3CC[C@H](C2)N3C)cc1OC (stereo partly drawn)	-13	17	-13	10	20	9	-13	-10	16	-19	-1
CCC1CN1P(=O)(c1ccccc1)N1CC1CC (stereo not drawn)	1	2	-11	-6	18	6	17	-1	14	-2	6
CCOC(=O)CC1c2ccccc2-n2nncc2CN1Cc1ccc(OC)cc1 (stereo not drawn)	16	-2	1	8	7	-5	9	-8	6	-8	2
Cc1ccc2c(c1N)C(=O)c1ccccc1C2=O	-66	-40	-56	-87	-92	-40	-57	-98	-74	4	11
Nc1ccc(N2CCN(Cc3ccccc3Cl)CC2)c(Cl)c1	0	-3	-7	0	6	3	3	-6	11	6	-1
COc1ccc(-n2c(O)c(C(C)=NCCN3CCNCC3)c(=O)[nH]c2=O)cc1	15	8	-3	12	-2	2	1	-5	12	8	11
COc1cc(CNCCc2c[nH]c3ccccc23)cc(OC)c1OC	0	-7	-2	2	20	0	-18	27	12	-6	1

Not all compounds are listed; rates above refer to the full screens.
